# SENP1 FRET inh: inhibitors of human SENP1 SUMO protease catalytic domain; Q9P0U3; recombinant SENP1 catalytic domain, CyPet-SUMO1-YPet FRET cleavage; inhibition, % at 10 µM; 0.21% of 360,000 active; AID 624204;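 active means inhibition at least 30% at 10 µM, raw YFP signal under a set limit, fluorescence ratio 0.5 to 1.5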;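 further: 0% = enzyme with DMSO and 100% = no enzyme wells; some results filed as inactive read as strong as hits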
# Target sequence (Q9P0U3 419-644 limits assumed): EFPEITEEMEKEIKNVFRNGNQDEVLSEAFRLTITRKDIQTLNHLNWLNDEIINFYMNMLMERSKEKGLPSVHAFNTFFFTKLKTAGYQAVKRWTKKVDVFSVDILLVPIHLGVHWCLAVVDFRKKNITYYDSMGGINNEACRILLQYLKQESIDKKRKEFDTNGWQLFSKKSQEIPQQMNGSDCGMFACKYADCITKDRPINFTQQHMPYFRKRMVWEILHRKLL
#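 Assay system – human recombinant His6-tagged SENP1 catalytic domain enzyme · Input – SENP1 enzyme, 20 pM final · Buffer or medium – Tris pH 8 buffer plus EDTA, NaCl, BME, BSA, NP40, catalase · Schedule – 50 min reaction at room temperature · Technique – FRET read of cyan and yellow fluorescence · Control set – no-enzyme wells low, DMSO-plus-enzyme wells high control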
# NR3A LBD binder: modulates the human NR3A ligand-binding domain; NR3A LBD differential scanning fluorimetry, Tm shift; 0% = protein alone, 100% = glycine-bound protein; Tm shift relative to glycine control, % at 25 µM; 2.5% of 340,000 active; AID 1259313;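 active means melting temperature shift of at least 10% of the positive control shift, at one fixed dose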
# ATG4B inh: inhibitors of human ATG4B cysteine protease | Q9Y4P1 | 0.51% of 340,000 active | ATG4B cleavage of LC3-PLA2, NBD-HPC fluorescence, 1 h | inhibition, % at 8.33 µM | AID 504462; in the data active means inhibition above about 40%
# SENP8 inh: blocks human SENP8 cleavage of Nedd8 substrate | recombinant SENP8, Nedd8 substrate fluorescence | 0.64% of 360,000 active | AID 602440 | Q96LD8 | inhibition, % at 20 µM; in the data active means inhibition mostly above about 40%, no sharp cut-off; inactive means mostly below about 27%
# Target sequence (Q96LD8 whole entry, looked up): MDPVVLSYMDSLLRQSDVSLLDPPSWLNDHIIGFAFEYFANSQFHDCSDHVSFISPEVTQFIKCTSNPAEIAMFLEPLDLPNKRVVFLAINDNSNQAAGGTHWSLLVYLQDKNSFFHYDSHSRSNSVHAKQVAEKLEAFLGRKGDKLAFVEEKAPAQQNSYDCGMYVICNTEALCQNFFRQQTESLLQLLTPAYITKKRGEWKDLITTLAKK
# SENP6 block: blocks the human protease SENP6; Recombinant SENP6 catalytic domain, aminoluciferin luminescence; inhibition, % at 10 µM; 1.8% of 330,000 active; AID 2599;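 active means inhibition above about 50% at the single tested dose, limit read from the data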;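 further: plate controls were DMSO wells with enzyme for no effect and DMSO wells lacking enzyme for full effect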
# MPTP inh: permeability transition pore inhibition; isolated mouse mitochondria, Ca2+ swelling absorbance, 30 min; inhibition, % at 10 µM; 1.4% of 360,000 active;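 active means inhibition of 50% or more, scaled per plate between neutral and stimulator controls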;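 further: 0% = DMSO wells given calcium and 100% = 1 mM EGTA wells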
# PfGluPho inh: PfG6PD (Plasmodium falciparum) enzyme inhibition; PfGluPho enzyme, NADPH resazurin-diaphorase fluorescence; inhibition, % at 20 µM; 0.78% of 350,000 active;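 active means inhibition reaching at least a set limit at 20 µM in the primary screen, cut at about 59% in these data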;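 further: 0% = DMSO wells with substrate and 100% = DMSO wells lacking glucose-6-phosphate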
# hIAP activ: increases human intestinal alkaline phosphatase activity | purified human IAP, CDP-Star luminescence, 30 min; hits give high values; 1 = vehicle-only enzyme, 0 = enzyme-free background | activation factor at 10 µM | 0.16% of 330,000 active | AID 2524;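 active means activation factor of the enzyme at least 2-fold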; further: the source names both 10 and 20 µM as test concentration; values of inactives mirror those of a sister screen read the other way
# Target sequence (P09923 whole entry, looked up): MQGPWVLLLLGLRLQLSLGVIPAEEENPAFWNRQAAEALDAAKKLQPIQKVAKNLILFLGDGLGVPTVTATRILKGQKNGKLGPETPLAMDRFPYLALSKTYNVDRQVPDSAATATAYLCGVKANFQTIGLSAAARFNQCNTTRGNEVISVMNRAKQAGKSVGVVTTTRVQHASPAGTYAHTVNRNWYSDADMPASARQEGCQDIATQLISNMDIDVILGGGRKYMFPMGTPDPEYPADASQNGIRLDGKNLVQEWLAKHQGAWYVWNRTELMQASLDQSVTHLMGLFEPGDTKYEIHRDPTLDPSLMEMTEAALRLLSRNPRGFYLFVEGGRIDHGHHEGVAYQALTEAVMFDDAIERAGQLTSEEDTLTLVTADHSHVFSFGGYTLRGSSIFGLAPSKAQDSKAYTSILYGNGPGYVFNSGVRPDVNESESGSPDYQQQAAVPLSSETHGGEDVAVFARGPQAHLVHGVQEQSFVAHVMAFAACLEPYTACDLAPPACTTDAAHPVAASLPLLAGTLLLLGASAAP
# The depositor's hits bear a star; / = not tested or not shown. Random draw from the library; any-hit rate near 6.7%.
SMILES,SENP1 FRET inh,NR3A LBD binder,ATG4B inh,SENP8 inh,SENP6 block,MPTP inh,PfGluPho inh,hIAP activ
CCc1ccc(N2C(=O)Cc3c2nc(N)c(C#N)c3N)cc1,-22,1,-16,-78,-2,-0.3,16,1
CCOC(=O)c1sc(N)c(C#N)c1CSc1nnc(C2CC2)n1N,-7,-2,4,-4,-23,-3.0,-14,0.93
O=C(Cc1ccccc1)Nc1cccc(-c2nnc(-c3ccco3)o2)c1,0,-13,-8,-125,-2,-1.0,15,1.2
Cc1ccc(NC(=O)CCS(=O)(=O)c2cccc3nonc23)cc1Cl,1,-8,0,5,-28,1.8,16,1
CCN(CC(=O)Nc1ccccc1C(F)(F)F)C(=O)C1CC(=O)N(Cc2ccccc2)C1 (stereo not given),1,-1,0,-1,-2,-1.5,4,0.96
CCC/C=C/c1ccc(CN2C(C)C(=O)N(Cc3cn(CCC4OCCO4)nn3)CCS2(=O)=O)cc1 (stereo not given),-1,/,/,8,/,1.2,-7,/
CCC(=O)N(C)CCc1cc2c(c(OC)c1/C=N/NC(=O)c1ccc(Br)cc1)OCO2,0,-1,-2,-47,-2,0.2,50,1.1
O=C(CNC(=O)c1ccc2c(c1)OCCO2)N/N=C/c1ccc(O)cc1O,4,-3,-12,-33,-16,-2.8,-18,1.7
CCS(=O)(=O)n1nc(-c2ccccc2)nc1SCc1ccccc1,0,-4,0,16,-7,0.5,-4,1
O=c1cc(CSc2nnnn2-c2ccccc2)nc2scc(-c3ccccc3)n12,-3,0,-4,-12,-19,-2.6,1,0.94
CC(C)(C)c1ccc(OCCCNCc2ccccc2)cc1,-1,-4,5,14,-11,3.3,-3,1
O=C(CN1C(=O)NC2(CCCC2)C1=O)OCCOc1ccc(Cl)cc1Cl,0,1,-8,-6,-7,1.7,3,1.3
COc1ccc(/C=C/C(=O)OCC(=O)NCCC2=CCCCC2)cc1S(=O)(=O)N1CCOCC1,0,-1,-13,6,-23,5.9,6,1
CC1(C)C(=O)Nc2ccccc2N1C(=O)COc1cc(Cl)ccc1Cl,1,-1,-7,-6,9,-1.5,1,0.86
C[C@H](CO)N1C[C@H](C)[C@@H](CN(C)Cc2cccnc2)Oc2cc(-c3cccnc3)ccc2S1(=O)=O,0,/,/,19,/,-0.1,1,/
C=CCC(NCCCO)c1cccc(OC)c1OC (stereo not given),1,-1,-7,8,-15,0.7,-12,1.2
Cc1cc(-c2csc(N)n2)c(C)n1CCC(C)C,5,-1,0,-4,-6,-1.4,24,1
COc1ccc(/C=N/NC(=O)c2ccco2)cc1Cn1nc(C)cc1C,2,-11,-5,-12,-13,1.1,2,0.99
CCOC(=O)c1cc(-c2ccc3c(c2)OCCO3)nc2c1c(C)nn2CCC#N,-14,-1,-12,-401,-6,-2.6,15,0.82
COc1cc(/C=N/n2cc(-c3ccccc3)[nH]c2=S)cc(OC)c1O,-37,2,6,-131,-4,0.1,61*,1.1
O=C(O)c1cc(-c2cccs2)nn1-c1ccc(F)cc1,2,-3,-6,4,-8,-0.5,12,0.93
COc1ccccc1CNc1ncnc2cc(Cl)ccc12,-18,0,8,-48,/,0.8,14,/
CCOc1ccc(C2CC(c3cccc(OC)c3)Nc3nc(N)nn32)cc1 (stereo not given),6,-2,-4,-144,-10,-0.5,1,0.92
COC(=O)c1cc(NC(=O)c2ccc(-c3ccccc3)cc2)ccc1Cl,2,5,7,12,-5,31,5,0.92
Cc1ccc2cc(C#N)c(N3CCCN(C(=S)NCCCN(C)C)CC3)nc2c1,-120,-2,2,-294,-2,-0.7,23,1.3

# New compounds follow:
SMILES,SENP1 FRET inh,NR3A LBD binder,ATG4B inh,SENP8 inh,SENP6 block,MPTP inh,PfGluPho inh,hIAP activ
COc1cc(C2NC(=O)NC(C)=C2C(=O)OCc2ccccc2)ccc1O (stereo not given),6,-2,-3,5,-1,0.6,16,1
CSc1ccccc1C(=O)NCc1ccc2c(c1)OCO2,0,0,-1,15,-4,-1.2,-12,0.94
CCOc1ccccc1NC(=O)C1CCN(S(C)(=O)=O)CC1,0,-3,2,18,-16,0.0,-6,1.1
COc1ccc(N=Nc2c(C)[nH]c3ccccc23)cc1,14,8,7,33,-2,6.9,19,1.2
Cc1ccc(NC(=O)[C@@H]2CCCN2C(=O)[C@@H]2Cc3ccccc3CN2)c(C)c1,1,-2,-2,2,-2,1.9,1,1.2
Cc1ccc(C(C(=O)NC2CCCCC2)N(Cc2ccco2)C(=O)C2COc3ccccc3O2)o1 (stereo not given),-3,0,-10,22,-9,-0.8,7,1.1
Cc1onc(-c2ccc(Cl)cc2Cl)c1C(=O)/C=C/N(C)C,0,1,-4,25,-15,-0.7,5,1.1
CCN(Cc1ccncc1)C(=O)CSc1ccc2ccccc2c1,0,-1,-33,25,-11,0.8,-6,1.2
CCc1ccc(NC(=O)CSc2nc3ccsc3c(=O)n2CCC(=O)O)cc1,0,0,-4,-1,-12,1.0,-36,1.2
COc1ccc(CC(=O)N(C)CC(=O)Nc2cccc(F)c2)cc1S(=O)(=O)N1CCOCC1,2,0,4,6,8,2.8,-7,0.91
COC(=O)c1sccc1-n1cccc1C(=O)C(=O)Nc1ccc(F)cc1,1,0,-2,11,-48,-3.6,14,0.94
Cc1ccccc1NC(=O)CSc1nnc2ccc(-c3ccncc3)nn12,2,1,-4,8,-18,-0.5,-3,0.84
CC(=O)N1CCc2cc(S(=O)(=O)CCC(=O)NCc3ccco3)ccc21,1,0,-15,1,1,0.6,10,1
O=C(Nc1ccc(N2CCOCC2)c(Cl)c1)c1ccc(Cl)cc1,0,-9,-5,16,-9,-3.8,100*,0.98
O=C1C=C(NCCc2ccccc2)C2(CCCCC2)O1,2,-1,6,8,18,0.5,-17,1.1
COCCNC(=O)C(C)OC(=O)c1cc2sccc2n1C (stereo not given),-1,0,0,4,1,1.1,4,0.99
Oc1ccccc1C=NN=Cc1c(O)ccc2ccccc12,-30,-15,4,1,/,2.6,-7,/
Cc1cccc(N2CCN(c3nc4nonc4nc3N3CCSCC3)CC2)n1,0,0,-11,18,0,-2.0,16,0.97
NC(=O)c1ccccc1NC(=O)CCn1c(=S)oc2ccccc21,0,0,-8,-9,-8,-0.1,-10,1
COc1ccc(-c2csc(N(CC(C)C)C(=O)c3ccco3)n2)cc1,-1,-1,3,3,-5,1.4,3,1
O=C(O)c1ccccc1C(=O)Nc1ccc(Nc2ccc([N+](=O)[O-])cc2[N+](=O)[O-])cc1,4,10*,-1,33,6,1.1,-2,1
CC(C)CNC(=S)NC(=O)c1ccccc1Cl,-2,-3,4,12,-16,3.7,2,0.97
Cn1c(=S)c2[nH]c(SCCN3CCCC3)nc2n(C)c1=O,-12,3,0,-108,-12,0.6,9,1.1
CCCCN1C(=O)C2(OCCCO2)c2cccc(C)c21,1,4,-3,11,-6,-0.6,-2,1.2
Cc1ccc(S(=O)(=O)Nc2cc(=O)[nH]c(SCC(=O)Nc3cccc(C)c3)n2)cc1,-10,2,-7,-2,-22,0.2,-8,1.1

# Arranged by count of non-hydrogen atoms (rising): 3 of the compounds above.
SMILES,SENP1 FRET inh,NR3A LBD binder,ATG4B inh,SENP8 inh,SENP6 block,MPTP inh,PfGluPho inh,hIAP activ
C=CCC(NCCCO)c1cccc(OC)c1OC (stereo not given),1,-1,-7,8,-15,0.7,-12,1.2
O=C1C=C(NCCc2ccccc2)C2(CCCCC2)O1,2,-1,6,8,18,0.5,-17,1.1
COc1ccc(/C=C/C(=O)OCC(=O)NCCC2=CCCCC2)cc1S(=O)(=O)N1CCOCC1,0,-1,-13,6,-23,5.9,6,1

# Arranged by value in SENP1 FRET inh (largest number first): 5 from the list above.
mol,SENP1 FRET inh
Cc1ccccc1NC(=O)CSc1nnc2ccc(-c3ccncc3)nn12,2
COC(=O)c1sccc1-n1cccc1C(=O)C(=O)Nc1ccc(F)cc1,1
Cc1cccc(N2CCN(c3nc4nonc4nc3N3CCSCC3)CC2)n1,0
COc1ccc(-c2csc(N(CC(C)C)C(=O)c3ccco3)n2)cc1,-1
Oc1ccccc1C=NN=Cc1c(O)ccc2ccccc12,-30

# Next section
SMILES,SENP1 FRET inh,NR3A LBD binder,ATG4B inh,SENP8 inh,SENP6 block,MPTP inh,PfGluPho inh,hIAP activ
Cc1onc(-c2ccccc2)c1-c1nnc(-c2ccccc2C(F)(F)F)o1,2,-8,14,3,-11,2.3,-3,0.92
COc1ccc(NC(=O)COc2ccccc2C)cc1S(=O)(=O)N1CCCCC1,0,-3,-2,5,-6,-1.4,5,1
Fc1ccccc1-c1csc(-c2cccnc2)n1,0,2,0,2,49,0.5,-10,0.72
CCOc1cc(S(=O)(=O)N2CCCC2)ccc1Cl,1,0,-5,9,-9,1.4,-2,1.2
Cc1cc(Cl)cc(Br)c1OCCNCC(C)O (stereo not given),3,-1,3,21,1,1.0,-10,0.97
COc1ccc(C2CC(C(F)(F)F)n3nc(C(=O)NCc4cn(C)nc4C)c(Cl)c3N2)cc1 (stereo not given),3,0,0,3,-6,2.3,-15,1.1
CCCCCCn1c(SCCN2CCOCC2)nc2c1c(=O)[nH]c(=O)n2C,1,3,-3,19,2,-3.1,0,0.94
CCCOc1cccc(C(=O)N(Cc2ccc(OC)c(OC)c2)C2CCS(=O)(=O)C2)c1 (stereo not given),-1,-1,-8,18,-14,0.4,-9,0.86
CN1C(=O)C(CC(=O)Nc2ccc(F)cc2)N(CCCc2ccccc2)C1=S (stereo not given),2,-2,34,22,-5,-11,23,1.1
CC(C)c1csc(CN2CCC(N3CCC(C(=O)N4CCOCC4)CC3)CC2)n1,1,-1,1,2,-5,-0.1,-8,0.87
Cc1ccc(S(=O)(=O)N(C)C)cc1NC(=S)Nc1ccc2[nH]c(=O)[nH]c2c1,-20,-1,-2,1,-23,-2.4,12,1.2
O=C(c1ccc2c(c1)OCO2)N1CCN(S(=O)(=O)c2ccc(Cl)cc2)CC1,-4,0,1,11,-8,-2.1,-14,0.91
COc1ccccc1C(=O)Nc1ccc(S(=O)(=O)N2CCCCC2c2cccnc2)cc1 (stereo not given),-2,0,4,16,7,0.9,27,1
O=C(CCCOc1ccc(Cl)cc1Cl)NCc1ccccn1,0,-1,-10,23,-11,-1.6,0,0.85
O=C(COC(=O)c1n[nH]c2ccccc12)Nc1ccccc1Br,-2,3,2,13,-5,-1.8,-1,1.2
Cc1ccc(S(=O)(=O)N(C)c2ccccc2C(=O)N2CCCC2)cc1,4,1,0,4,2,-0.8,2,1.1
Cc1nnc(NC(=O)CSc2nnc(CC(=O)Nc3ccccc3F)n2C)s1,1,-3,-3,16,4,-1.5,-15,0.93
Cc1ccc(-n2ncc3c(=O)[nH]c(SCC(=O)NCC4CCCO4)nc32)cc1 (stereo not given),2,0,-5,2,-11,0.4,-6,1
O=C(Nc1ncn[nH]1)c1cccc(S(=O)(=O)N2CCOCC2)c1,-1,1,-13,6,13,-4.8,-4,1.6
CC1CCN(CC(O)COC2CCC(C(C)(C)C)CC2)CC1 (stereo not given),0,1,-6,38,-10,10,-11,0.91
COc1ccc(NC(C)(C)c2nnnn2-c2c(C)cccc2C)cc1,0,-1,-2,15,-6,-0.4,-2,1.3
CCOP(=O)(OCC)C(Nc1ccccn1)c1ccc(F)cc1 (stereo not given),1,0,5,15,-5,-0.3,-4,1
Cn1cc(CNC(=O)CC2C(=O)NCCN2CC(C)(C)C)cn1 (stereo not given),-5,-1,20,-86,-7,-0.4,-9,1
COC(=O)C1=C(C)NC(C)=C(C(=O)OC)C1c1ccc(-c2cc(Cl)ccc2Cl)o1,-14,8,-1,-332,-3,48,2,0.9
CC1CCN(CCc2nc3cc(NC(=O)C(C)C)ccc3n2C)CC1,0,0,0,13,-8,-0.4,-7,1.1
c1ccc(COC2CCCN(Cc3nc(Cc4ccccc4)no3)C2)cc1 (stereo not given),3,-1,-3,2,-3,-1.4,-13,0.9
COC(=O)c1c(NC(=O)C2C3CCC(C3)C2C(=O)O)sc2c1CCCCC2 (stereo not given),-2,-1,-1,-120,-12,-0.6,-9,1
